Vif-APOBEC3F blk = inhibitors of Vif-A3F interaction | AID 602313 | HeLa A3F-eYFP + Vif (tagged APOBEC3F with the HIV-1 protein that degrades it), YFP fluorescence increase | 390,000 compounds, 0.2% hits | Potency, µM (doses to about 46.1 µM), for the others: top-dose activity, negative = active; also: potency is read from the fitted curve at half-maximal effect; % of control where 0% means no effect; nearly all actives have a fitted effect of over 65% in size
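HeLa cells stably expressing Vif plus C-terminally eYFP-tagged A3F were seeded, incubated overnight at 37 deg C, dosed with compound, incubated overnight again at 37 deg C. Yellow fluorescence (Ex 488/Em 500-530) reported blocked Vif-mediated A3F-eYFP degradation.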
Vif-A3G inh = inhibitors of Vif-APOBEC3G interaction; Q9HC16; HeLa A3G-eYFP + Vif (tagged APOBEC3G with the HIV-1 protein that degrades it), YFP fluorescence, overnight; Potency, µM (titrated, usually from 46.1 µM), inactives show top-dose activity, negative = active, hits mostly inhibitors; 410,000 compounds, 0.076% hits; AID 602310;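 also: potency is read from the fitted curve at half-maximal effect; % is scaled to controls: 0 for no effect and ±100 for the full control effect; nearly all actives have a fitted effect of over 60% in size; hits raise eYFP signal because A3G escapes Vif-driven loss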
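Read-out is eYFP fluorescence (Ex 488/Em 500-530) from Vif-expressing HeLa A3G-eYFP cells; more signal means A3G escaped Vif-mediated degradation. Cells plated overnight, compound pinned in, incubated overnight at 37 deg C.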
LDHA inh = inhibitors of human lactate dehydrogenase A; purified LDHA, NADH/diaphorase-resazurin fluorescence; hits give low values; 480,000 compounds, 0.15% hits; activity change, % (values are at about 110 or 230 µM); P00338; in the data active = activity change below about -30%; inconclusive = mostly about -25% to -30%;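 also: plate controls were DMSO wells for no effect and wells without enzyme for full effect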
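Remaining NADH was detected by diaphorase (0.133 mg/mL) converting 37 µM resazurin to fluorescent resorufin, read at 0 and 20 minutes. The preceding 5-minute room-temperature reaction used 2 nM LDHA, 0.2 mM sodium pyruvate and 0.06 mM NADH at pH 7.4.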
RGS4 inh = human RGS4 inhibition; Transcreener GDP fluorescence polarization, RGS4-accelerated GTP hydrolysis; P49798; AID 504845; Potency, µM (titrated, usually from 114 µM), for inactives: at the highest dose activity change, negative = inhibition, hits mostly inhibitors; 390,000 compounds, 0.039% hits; also: potency is read from the fitted curve at half-maximal effect; % is scaled to controls: 0 for no effect and ±100 for the full control effect; nearly all actives have a fitted effect of over 75% in size; some results filed as inactive show a strong effect at the top dose
Target sequence (P49798 whole entry, looked up): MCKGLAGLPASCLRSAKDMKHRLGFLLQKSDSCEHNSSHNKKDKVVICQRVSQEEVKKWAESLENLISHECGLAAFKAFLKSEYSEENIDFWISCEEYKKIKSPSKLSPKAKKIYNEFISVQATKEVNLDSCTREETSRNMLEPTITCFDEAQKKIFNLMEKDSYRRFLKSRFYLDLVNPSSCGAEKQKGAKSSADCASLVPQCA
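MLSMR compounds (23 nl, pin-transferred) preincubated 10 min at room temperature with a 500nM (2x) first reagent, then RGS4 at 900nM (2x) plus Transcreener GDP mix added; fluorescence polarization (620/688 nm) read before and after 90 min at 30 °C.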
USP1-UAF1 inh = inhibitors of human USP1/UAF1 deubiquitinase; O94782; recombinant USP1/UAF1, Ub-Rhodamine cleavage fluorescence; Potency, µM (series often up to 57.1 µM), for the others: top-dose activity change, negative = inhibition, most hits filed as inhibitors; 390,000 compounds, 0.23% hits; also: potency is read from the fitted curve at half-maximal effect; % is scaled to controls: 0 for no effect and ±100 for the full control effect; nearly all actives have a fitted effect of over 60% in size; inactives centre near -12
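USP1/UAF1 complex (1 nM) preincubated 15 min at room temperature with compound, then Ub-Rho substrate (150 nM final) added. Kinetic fluorescence at 480/540 nm over 6 reads at 60 s intervals; 50 mM HEPES pH 7.8, 0.5 mM EDTA, 0.1 mg/ml BSA, 1 mM TCEP, 0.01% Tween-20.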
rTrxR1 inhibitor = rat TrxR1 inhibition | O89049 | recombinant rTrxR1, NADPH fluorescence consumption, selenite substrate | Potency, µM (doses to about 114 µM), for inactives: at the highest dose activity change, negative = inhibition, usual class: inhibitors | 390,000 compounds, 1% hits | AID 588453; also: potency is read from the fitted curve at half-maximal effect; % is scaled to controls: 0 for no effect and ±100 for the full control effect; nearly all actives have a fitted effect of over 65% in size
Target sequence (O89049 whole entry, looked up): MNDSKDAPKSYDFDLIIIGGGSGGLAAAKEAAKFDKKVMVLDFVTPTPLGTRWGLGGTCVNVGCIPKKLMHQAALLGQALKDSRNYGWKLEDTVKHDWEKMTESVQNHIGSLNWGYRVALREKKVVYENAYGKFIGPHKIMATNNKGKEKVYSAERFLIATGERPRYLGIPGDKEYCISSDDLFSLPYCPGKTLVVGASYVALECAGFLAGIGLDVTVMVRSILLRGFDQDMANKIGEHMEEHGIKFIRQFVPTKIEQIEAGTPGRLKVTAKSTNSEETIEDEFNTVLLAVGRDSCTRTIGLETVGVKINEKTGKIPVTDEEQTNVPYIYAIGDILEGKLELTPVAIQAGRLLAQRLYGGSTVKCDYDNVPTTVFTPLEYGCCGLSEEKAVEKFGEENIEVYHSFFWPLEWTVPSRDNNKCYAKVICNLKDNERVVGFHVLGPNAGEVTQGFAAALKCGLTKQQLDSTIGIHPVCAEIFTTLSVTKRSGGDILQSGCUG
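Rat TrxR1 (90 nM in the dispensed reagent) was pre-reduced with 400 uM NADPH for 5 min at room temperature, then incubated with compound for 15 min. After 400 uM selenite was added, NADPH fluorescence (Ex 340/Em 450 nm) was followed for 8 min.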
GRP78 ERSR act = induces the endoplasmic reticulum stress response in human glioma cells; U87-MG GRP78 promoter luciferase reporter, 16 h; Potency, µM, for inactives: top-dose activation, hits mostly activators; 420,000 compounds, 0.02% hits; AID 602332; also: potency is read from the fitted curve at half-maximal effect; series mostly up to about 76 µM; % of control where 0% means no effect; nearly all actives have a fitted effect of over 35% in size
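ERSR induction read as luciferase luminescence (Bright-Glo, 10 min at room temperature) in stably transfected human U87-MG glioma cells exposed to compounds for 16 h, using GRP78 as sensor.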
IDH1 R132H inh = blocks human mutant IDH1 R132H enzyme; IDH1-R132H enzyme, NADPH consumption, diaphorase/resazurin fluorescence; Potency, µM (titrated, usually from 76.6 µM), without a hit: top-dose activity change, negative = inhibition, most hits filed as inhibitors; 390,000 compounds, 0.093% hits; AID 602179; also: potency is read from the fitted curve at half-maximal effect; % is scaled to controls: 0 for no effect and ±100 for the full control effect; nearly all actives have a fitted effect of over 65% in size
Target sequence (O75874 whole entry R132H, stated change not applied): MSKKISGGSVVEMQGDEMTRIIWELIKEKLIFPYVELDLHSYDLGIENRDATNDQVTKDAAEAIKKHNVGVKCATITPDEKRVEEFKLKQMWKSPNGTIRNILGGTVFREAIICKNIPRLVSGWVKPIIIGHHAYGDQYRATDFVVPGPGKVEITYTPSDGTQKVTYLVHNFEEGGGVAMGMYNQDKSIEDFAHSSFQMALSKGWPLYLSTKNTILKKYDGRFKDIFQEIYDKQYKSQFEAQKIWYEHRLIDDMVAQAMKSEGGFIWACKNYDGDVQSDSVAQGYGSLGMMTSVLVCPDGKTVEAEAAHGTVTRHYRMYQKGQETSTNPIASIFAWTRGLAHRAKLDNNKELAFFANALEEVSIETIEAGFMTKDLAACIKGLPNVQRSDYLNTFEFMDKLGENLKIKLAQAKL
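IDH1-R132H (0.5 ug/mL dispensed) in pH 7.5 Tris buffer was preincubated 30 min with compound, then given a substrate mix of 0.016 mM NADPH and 2 mM alpha-KG for 80 min at room temperature; remaining NADPH was read by diaphorase/resazurin fluorescence.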
TrxR1 substrate = rat thioredoxin reductase 1 substrate activity; 390,000 compounds, 0.01% hits; purified TrxR1 substrate turnover, NADPH consumption readout; AID 588456; O89049; Potency, µM (doses to about 114 µM), for the others: top-dose activity change, negative = substrate turnover; also: potency is read from the fitted curve at half-maximal effect; % is scaled to controls: 0 for no effect and ±100 for the full control effect; nearly all actives have a fitted effect of over 50% in size
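Rat TrxR1, dispensed at 90 nM, was prereduced with 400 uM NADPH (final) for 5 min at ~22 deg C, then incubated with compound 15 min before 400 uM selenite. A first-read NADPH fluorescence drop versus no-compound background flagged substrates.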
Active calls of the source: *; ? = inconclusive; . = no result given; & = joins results of further samples; [ ] = remark or other dose. Unless noted, calls follow the shape of the dose curve; as a rule, active = well fitted curve in the direction sought with a large enough effect; inconclusive = small, poorly fitted or top-dose-only effect, or another doubt; inactive = no such curve, though single readings can be large; an effect the other way counts as inactive or inconclusive.

SMILES | Vif-APOBEC3F blk | Vif-A3G inh | LDHA inh | RGS4 inh | USP1-UAF1 inh | rTrxR1 inhibitor | GRP78 ERSR act | IDH1 R132H inh | TrxR1 substrate
CP(=O)(O)C1=CCNCC1 | . | . | . | -3.2%[56.9 µM] | . | 12.1%[57.1 µM] | -2.1%&0.9% | . | 8.1%[57.1 µM]
c1cncc(CNC2CCCCC2)c1 | 2.1% | -0.5% | -2.0 | -28.0% | -14.3% | 19.9% | -3.3% | 4.3% | 6.8%
Cn1c(O)c(/C=C2\N=c3ccccc3=C2CCNC(=S)NC2CC2)c(=O)n(C)c1=O | 10.9% | 2.4% | 5.6 | -33.6% | -26.9% | ? | 1.2% | 0.0% | 0.9%
C[C@H]1CCC/C=C/[C@@H]2C[C@H](O)C[C@H]2[C@@H](O)/C=C/C(=O)O1 | 9.8% | -11.5% | -7.8 | -40.9% | -20.6% | -5.2%[11.4 µM] | 5.8% | 2.3% | -7.4%[11.4 µM]
CCSc1nnc(NC(=O)c2cccn(Cc3ccccc3Cl)c2=O)s1 | -1.4% | 3.4% | -4.8 | 0.6% | -13.5% | 18.7%[57.1 µM] | -3.8% | 5.9% | 5.0%[57.1 µM]
Cc1nc2c(c(=O)[nH]1)C(c1ccc([N+](=O)[O-])cc1)c1c(c3ccccc3oc1=O)O2 (stereo unspecified) | -1.5% | 1.0% | -0.2 | -6.3% | -22.7% | 19.1% | -6.2% | -0.4% | 6.1%
CNC(=O)O/N=C/c1nn(C(=O)C(C)(C)C)cc1Br | 4.1% | -0.8% | 0.3 | -14.9% | -17.7% | -9.4%[57.1 µM] | -3.6% | 2.4% | 3.4%
CCc1ccccc1N1C(=O)NC(=O)/C(=C\c2cc(C)n(C)c2C)C1=O | 16.3% | -2.9% | -9.1 | -1.8% | -3.2% | 13.3%[57.1 µM] | -4.1% | 11.8% | 6.4%[57.1 µM]
NC(=O)CN1CC(c2ccccc2)CC1=O (stereo unspecified) | -0.3% | 0.1% | -1.9 | -47.9% | -23.9% | 16.7% | -2.5% | 2.9% | 8.7%
CCCCCn1c(=O)c(C(=O)Nc2nc3ccccc3[nH]2)c(O)c2ccccc21 | 0.7% | 2.7% | -7.7 | -1.3% | -10.8% | 21.2%[57.1 µM] | -2.2% | 7.4% | -12.3%[57.1 µM]
O=C1NC(=O)N(Cc2ccccc2)C(=O)/C1=C\N1CCCc2ccccc21 | -22.8% | ? | 17.5 | -42.4% | -17.9% | ? | 4.6% | -18.8% | -6.2%
O=C(NCc1ccccc1)c1cccn(Cc2cccc(Cl)c2)c1=O | -0.4% | -3.5% | -1.0 | 2.2% | -19.6% | -7.0% | -1.7% | 0.2% | 8.9%
CCCNC(=O)Cn1cnc2sc(C(=O)N3CCC4(CC3)OCCO4)c(C)c2c1=O | 2.2% | 2.4% | -1.0 | 1.9% | -19.2% | 19.5% | 3.3% | 0.0% | -1.6%
CN(Cc1c[nH]c2ccccc12)C1CCCCC1 | -11.7% | -8.9% | -3.2 | 5.5% | -13.9% | 4.6% | -5.9% | 10.3% | -0.4%
Cc1cc(OCCCC(=O)NCc2cccs2)ccc1Cl | -8.5% | -6.7% | -8.0 | -10.6% | -1.1% | 6.3%[57.1 µM] | 5.1% | 6.6% | 0.6%[57.1 µM]
COC(=O)C1=C(c2cccc(OC)c2OC)C[C@@H]2CC[C@H]1N2C(=O)NCCS(C)=O (stereo partly specified) | 1.6% | -5.2% | -0.6 | -4.9% | -29.3% | 16.9%[57.1 µM] | -3.6% | 7.1% | -5.3%[57.1 µM]
O=C(O)C1C2CCC(O2)C1C(=O)Nc1cccc(Br)c1 (stereo unspecified) | -5.7% | -2.2% | -1.3 | -5.0% | -21.4% | 10.0% | -4.7% | -7.3% | -1.7%
Cc1cccc(NP(=O)(Oc2ccccc2F)Oc2ccccc2F)c1 | -3.8% | -11.2% | 1.3 | 1.1% | -9.2% | 7.1% | -5.5% | 1.4% | -7.5%
COc1cc2c(cc1OC)-c1c(OC)c(OC)c(OC)c3ccnc(c13)C2=O | 0.7% | -17.5% | 13.6 | 18.8% | -16.3% | 25.4% | 0.6% | ? | -1.2%
C=C(C)[C@@H]1CC[C@]2(C(=O)O)CC[C@]3(C)[C@H](CC[C@@H]4[C@@]5(C)CC[C@H](O)C(C)(C)[C@@H]5CC[C@]43C)[C@@H]12 | ? | 2.9% | -2.1 | -16.1% | -12.4% | 10.0% | -4.2% | 10.2% | 7.1%
CC(=O)OC1C(O)C(C)OC(OC2C(OC(=O)C3CCC4C(C3)OC3(CC(OC(=O)/C=C/c5ccccc5)C(C)CO3)C43CO3)OC(C)C(O)C2OC(C)=O)C1O (stereo unspecified) | 2.7% | -17.6% | -0.2 | 5.0% | -12.1% | 5.8%[11.4 µM] | -4.2% | 3.8% | 2.7%[11.4 µM]
CCOc1ccc(N2C(=O)NC(=O)/C(=C\c3ccc(N4CCCCC4)o3)C2=O)cc1 | ? | ? | 2.4 | -18.4% | ? | -25.9% | -4.4% | 2.7% | -21.7%
CC(=O)OC1(c2ccccc2)CCN(C2CCCCC2)CC1C (stereo unspecified) | -0.4% | 0.2% | -2.5 | 8.2% | -18.0% | 26.7%[57.1 µM] | 0.3% | -10.4% | 10.5%[57.1 µM]
Cc1c(Cl)cccc1NC(=O)CN1C(=O)C(C)N=C(c2ccccc2)c2ccccc21 (stereo unspecified) | 1.2% | -2.3% | -0.5 | 5.4% | -20.6% | 7.4% | -3.5% | -14.8% | 2.1%
COc1cc(Cc2ccc(N)c(OC)c2)ccc1N | 2.2% | -0.4% | 14.6 | ? | -10.8% | -11.1% | 0.4% | 6.9% | 1.4%
CN1C2CCC1CC(=NO)C2 | -12.5% | -1.2% | -3.2 | -0.2% | -19.3% | 3.2%[57.1 µM] | -6.6% | 11.6% | 5.1%
C=CCn1c(O)c(/C(C)=N/NC(=S)Nc2ccccc2)c(=O)[nH]c1=O | 6.4% | 0.3% | 0.3 | -39.4% | 0.3% | -27.7% | 3.2% | -11.9% | -2.4%
Cc1cc(=O)oc2cc(Oc3ccc([N+](=O)[O-])cc3C(F)(F)F)ccc12 | 1.0% | -1.4% | -2.7 | -6.7% | ? | 8.1%[57.1 µM] | 4.3% | 2.4% | 3.9%[2.29 µM]
CC(C)OC(=O)c1c(N)n(Cc2ccco2)c2nc3ccccc3nc12 | -17.5% | -2.6% | -0.1 | -31.1% | -24.6% | -47.3% | 1.1% | 0.8% | 99.8%[activator][57.1 µM]
Nc1nc2[nH]c(=O)cnc2c(=O)[nH]1 | . | . | . | -20.1%[56.9 µM] | . | 24.2%&41.9%[57.1 µM] | -2.7% | . | 90.5%[activator][57.1 µM]
CCCCCn1c(=O)c(C(=O)NCc2ccccn2)c(O)c2ccccc21 | -1.8% | -1.7% | 3.7 | 5.7% | -12.7% | 9.7%[57.1 µM] | -5.9% | 3.0% | -1.8%
CCCCCCN1CCN(c2ccccc2Cl)CC1 | -3.2% | -0.1% | -13.5 | 13.6% | 1.2% | 13.6% | -4.4% | 5.4% | -3.7%
C=C(C)Cn1c(-c2cccc([N+](=O)[O-])c2)n[nH]c1=S | -25.5% | 3.9% | -11.5 | -22.2% | ? | -7.9%[57.1 µM] | -4.9% | 13.7% | -12.4%
CC(C)c1ccc(N2C(=O)NC(=O)/C(=C\C=C\c3ccco3)C2=O)cc1 | ? | ? | -9.9 | ? | -25.3% | -22.1% | -13.3% | 0.0% | -4.9%
CCCCC(=O)N/N=C/c1c(O)n(Cc2ccco2)c(=O)[nH]c1=O | -11.9% | -1.9% | 6.1 | -16.3% | -22.6% | -6.6%[11.4 µM] | -1.0% | -0.4% | -0.5%[11.4 µM]
CC(C)(C)N1C(=O)NC(=O)/C(=C\c2ccc3c(c2)CCN3CCCCl)C1=O | -13.5% | -0.5% | 4.0 | -43.8% | ? | ? | 7.4% | -11.5% | -5.4%[57.1 µM]
CC[C@@H](CO)Nc1nc(NCc2ccccc2)c2ncn(C(C)C)c2n1 | . | . | . | -9.8%[56.9 µM] | . | 5.3%[57.1 µM] | -4.6% | . | 0.7%[57.1 µM]
O=C1C2(c3ccccc3)CN3CN(C2)CC1(c1ccccc1)C3 | 0.8% | 2.8% | 0.4 | 20.3% | -1.1% | 2.1% | -3.4% | -1.0% | 4.0%
O=C(c1ccc2nc3ccc(Cl)cc3c(=O)n2c1)N1CCC2(CC1)OCCO2 | -16.7% | -0.3% | 3.5 | 13.5% | -11.9% | 39.9%[activator] | 5.1% | 3.2% | 255.7%[activator]
S=C(c1ccc(Cl)cc1)N1CCOCC1 | -7.7% | 0.4% | -5.4 | ? | -11.5% | 15.1% | -1.9% | 1.8% | 4.4%
Cc1ccc(C=C2C(Cl)=C(Cl)C(Cl)=C2Cl)cc1 | 13.5% | -8.7% | 5.8 | ? | -17.7% | 3.16µM* | 2.5% | 0.0% | 1.3%
Cc1ccccc1NC(=O)NCCN1CC1 | -7.9% | 1.4% | -10.3 | 6.1% | -3.9% | 23.4%[57.1 µM] | -0.1% | -3.4% | 14.9%[57.1 µM]

The list is partial; the hit share may differ from the screen's.
